Screening data (PubChem BioAssay)
ST2 inh: inhibitors of human ST2 (IL1RL1) binding to IL-33, primary screen, biochemical, AlphaLISA; Interleukin-1 receptor-like 1 (Homo sapiens), Q01638; AlphaLISA ST2-Fc/biotin-IL-33 interaction, 1 h; inhibition, % for hits at 17 µM; 78,000 tested, 2.3% active; AID 1259354, 2018; in the data active means inhibition above about 30%; inconclusive means mostly about 10% to 28%
Target sequence (Q01638 whole entry, looked up): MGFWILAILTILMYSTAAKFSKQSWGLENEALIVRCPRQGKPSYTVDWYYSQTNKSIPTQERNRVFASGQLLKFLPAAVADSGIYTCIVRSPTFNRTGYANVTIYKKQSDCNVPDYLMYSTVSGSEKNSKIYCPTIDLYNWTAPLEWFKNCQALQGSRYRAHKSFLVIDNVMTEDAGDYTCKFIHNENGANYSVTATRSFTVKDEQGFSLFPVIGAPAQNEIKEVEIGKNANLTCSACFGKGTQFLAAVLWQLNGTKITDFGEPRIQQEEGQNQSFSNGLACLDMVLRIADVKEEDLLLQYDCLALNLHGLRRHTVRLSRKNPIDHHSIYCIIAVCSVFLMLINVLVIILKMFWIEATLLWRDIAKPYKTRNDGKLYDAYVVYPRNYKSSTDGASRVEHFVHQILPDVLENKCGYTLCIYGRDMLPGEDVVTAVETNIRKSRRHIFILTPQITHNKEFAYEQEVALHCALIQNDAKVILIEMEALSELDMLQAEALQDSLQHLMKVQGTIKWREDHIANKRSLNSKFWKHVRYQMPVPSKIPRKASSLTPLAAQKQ
* = called active by the depositor; i = inactive; ? = inconclusive. Some of the compounds tested. The share of hits here may be higher or lower than overall.

SMILES	ST2 inh
CCN(CC)C(=O)c1cn(C)c(=O)c2cc(OC)c(OC)cc12	i
COc1ccc(-c2cnn(-c3ccccc3)c2N)cc1OC	i
O=C(NC1CCCC1)C(Cc1ccccc1)NS(=O)(=O)c1cccs1 (centres undefined)	i
Cn1c(SCC(=O)Nc2ccc(F)cc2)nnc1-c1ccc(C(C)(C)C)cc1	i
C1=CC2C(C1)C1CC2C2C1N=NN2c1ccccc1 (centres undefined)	i
Cc1nnc([C@H]2CCN(C(=O)c3ccc(F)cc3)C2)o1	i
Cc1nc(C(C)C)ncc1C(=O)N[C@@H]1C[C@H]2C(=O)N(C)CC(=O)N2C1	?
CCC(C)OC(=O)C1=C(C)NC(=O)NC1c1ccccc1OC(C)C (centres undefined)	i
CNC(=O)c1cc2c(=O)n3ccccc3nc2n1C	i
CCOc1cccc(C2C(C(=O)OC3CCCC3)=C(C)NC3=C2C(=O)C(C(=O)OC)C(C)C3)c1 (centres undefined)	i
Cc1cc(C(=O)N2CCCC(CNS(=O)(=O)c3cccs3)C2)nn1C (centres undefined)	i
COc1ccc(OC)c(N=Cc2c(O)c(OC)cc(Br)c2Br)c1	i
COCCN1C(=O)N(C(C)C)C(=O)C12CCN(Cc1c(F)cccc1Cl)CC2	i
COc1cccc(/C=C2\N=C(c3ccc(OC)c([N+](=O)[O-])c3)OC2=O)c1	i
CC(C)CCN1CC(C(=O)NC2CCCCCC2)CC1=O (centres undefined)	?
CC1=CC[C@@H]2CN(Cc3cccc(OCCO)c3)C[C@@H]2C1	?
COc1ccc2c(c1)OC13CCCCC1C2C(C(=O)c1ccccc1)C(=O)N3 (centres undefined)	?
COc1cc(NS(=O)(=O)c2ccc(Br)cc2)c(OC)cc1Cl	?
O=C(c1cnc2n(c1=O)CCS2)N(Cc1ccccc1)c1ccccc1	i
CC(C)(C)N1CC(CNc2nccc(C3CCCC3)n2)CC1=O (centres undefined)	i
O=C(CSc1cn(Cc2ccccc2Cl)c2ccccc12)N1CCCCC1	i
CC(=O)NC1C(OC2CCC3(C)C(CCC4(C)C3CC=C3C5CC(C)(C)CCC5(C(=O)O)C(O)CC34C)C2(C)C)OC(CO)C(O)C1O (centres undefined)	?
Cc1nnc(SCCCNC(=O)[C@@]23CC[C@@](C)(OC2=O)C3(C)C)s1	?
CN1CCC2(CC1)CN(C(=O)CN(C)Cc1cccnc1)CCN2C	?
Cc1cc2ncn(C(=O)c3cccc(Cl)c3)c2cc1C	i

Continued:
SMILES	ST2 inh
CC1CCCN(CCCNC(=O)C2CCN(c3ccc(-c4cccs4)nn3)CC2)C1 (centres undefined)	i
O=C(Nc1ccc([N+](=O)[O-])cc1Cl)c1cc(Cl)ccc1O	i
Cc1cc(C)c(CO)c(C)c1CO	i
COc1cc2cc(Oc3ccc4ccc(=O)oc4c3)c(=O)oc2cc1OC1OC(COC(=O)CC(C)(O)CC(=O)O)C(O)C(O)C1O (centres undefined)	i
Cc1ccsc1CN(Cc1ccoc1)CC(C)C	?
COc1ccc2[nH]cc(CCNC(=O)c3ccc(Cl)cc3)c2c1	i
O=[N+]([O-])c1ccc(N=Cc2cc(Br)cc(I)c2O)cc1	i
O=C(CN(Cc1ccccc1)S(=O)(=O)c1cc(Cl)ccc1Cl)NCC1CCCO1 (centres undefined)	i
Cc1c(C(C)NCCCc2ccccc2)cnn1-c1cccc(F)c1 (centres undefined)	i
Fc1ccccc1OCCn1c2ccccc2c2ccccc21	i
CCOc1ccccc1N(CC(=O)Nc1ccc(Cl)cc1C)S(C)(=O)=O	i
O=S1(=O)N=C(c2cccc(Cl)c2)Nc2ccccc21	i
Clc1cccc(CN2CCCC(Cn3ccnc3)C2)c1 (centres undefined)	?
COc1ccc(NC(=O)COc2nsnc2N2CCOCC2)cc1	i
COCCn1cc(C(=O)NCc2ccc(C)o2)c2c3ccccc3n(C)c2c1=O	i
COc1ccc(C(=O)NCCSC2CCCCC2)cc1	i
Cc1ccc(C)c(NC(=O)CSc2cn(CCNC(=O)c3ccccc3F)c3ccccc23)c1	i
CN(C)c1ccc(-c2nnnn2[C@H]2CO[C@H]3[C@@H]2OC[C@@H]3NC(=O)CC2(CC(=O)O)CCCC2)cc1	i
CC(=O)c1cc(C#N)c(SC/C=C/c2ccccc2)nc1C	?
COc1ccc(C(=O)N2CCCC(CNC(=O)c3ccc(-c4ccccc4)cc3)C2)o1 (centres undefined)	i
Cc1n[nH]c(C)c1CCCN(C)c1nccc(N2CCCC(O)C2)n1 (centres undefined)	?
COc1ccc(CCNC2=CC(=O)CC(c3ccccc3)C2)cc1OC (centres undefined)	i
O=C1CC(Cc2ccccc2)C(=O)N1c1ccc(O)cc1 (centres undefined)	i
O=[N+]([O-])c1cccc(C(=NCc2ccccc2)NO)c1	i
Cc1ccc2[nH]cc(C(=O)c3ccc(F)cc3)c(=O)c2c1	i

(more compounds)
SMILES	ST2 inh
N#Cc1c(NC(=O)c2cc(-c3ccc(Cl)cc3)on2)sc2c1CCC2	i
O=C(O)CCS(=O)(=O)c1ccc(-c2ccc(S(=O)(=O)CCC(=O)O)cc2)cc1	i
CC(CNCC1CCCO1)COc1ccccc1F (centres undefined)	i
CC(=O)Nc1cccc(C(=O)c2cccc(NC(C)=O)c2)c1	i
COc1ccc(C(=O)N2CCC(C(O)c3cccs3)CC2)o1 (centres undefined)	i
CCOC(=O)c1nc(Nc2ccc(Cl)cc2C)c2ccccc2n1	?
O=C1c2ccccc2C(O)(Cc2ccccc2)N1Cc1ccccc1 (centres undefined)	i
COc1cc(-c2cccs2)cc2c1OCCN(CC(=O)Nc1cnn(C)c1)C2	i
CC(=O)c1ccc(SCC(=O)Nc2ccccc2)c([N+](=O)[O-])c1	i
Cc1ccnc(CC(C)N(C)C(=O)c2ccc(N3CCN(C)CC3)cc2)c1 (centres undefined)	i
O=C1c2ccc(Br)cc2C(=O)N1CCO	i
O=C1CCCCCN1CC(=O)N(Cc1ccsc1)CC1CCCO1 (centres undefined)	i
CCCCN(C)c1ncnc(N)c1[N+](=O)[O-]	i
CCCOCC1CCN(c2nc(-c3cccnc3)nc3c2cnn3C)C1 (centres undefined)	i
CCc1cn[nH]c1C1CCN(C(=O)c2cnc3cc(=O)[nH]n3c2C)CC1	i
CN(C)c1ccc(NC(=O)c2cc3sc4ccccc4c3s2)cc1	?
CCOc1ccc(N2C(=O)CC(Sc3nc4c(cc3C#N)CCCC4)C2=O)cc1 (centres undefined)	i
N#CSCCCOc1ccccc1Br	i
Cc1cccc(-c2nsc(SCC(=O)Nc3ccc4c(c3)OCCO4)n2)c1	?
CN1CCc2ccccc2Cc2[nH]c3ccccc3c2CC1	i
C=CCNC(=O)C[C@@H]1CCN(C(=O)CCCCC)C[C@@H]1CC	i
COc1ccc(Cl)cc1N1C(=O)c2c(C)nc3ccccc3c2C1=O	31.0%*
COc1ccccc1-n1cc(C(=O)N[C@@H](C)c2ncccc2C)cn1	i
C=CCOc1ccc(C=Nc2cccc(Cl)c2C)c(O)c1	?
CC(=O)N1CC2(C(C)C)CN(C(C)=O)CC(C(C)C)(C1)C2=O	i

Rewritten in markdown: part of the list above
| Compound | ST2 inh |
| --- | --- |
| COc1ccc(C(=O)N2CCC(C(O)c3cccs3)CC2)o1 (centres undefined) | i |
| CCOC(=O)c1nc(Nc2ccc(Cl)cc2C)c2ccccc2n1 | ? |
| O=C1c2ccccc2C(O)(Cc2ccccc2)N1Cc1ccccc1 (centres undefined) | i |
| COc1cc(-c2cccs2)cc2c1OCCN(CC(=O)Nc1cnn(C)c1)C2 | i |
| CC(=O)c1ccc(SCC(=O)Nc2ccccc2)c([N+](=O)[O-])c1 | i |
| Cc1ccnc(CC(C)N(C)C(=O)c2ccc(N3CCN(C)CC3)cc2)c1 (centres undefined) | i |
| O=C1c2ccc(Br)cc2C(=O)N1CCO | i |
| O=C1CCCCCN1CC(=O)N(Cc1ccsc1)CC1CCCO1 (centres undefined) | i |
| CCCCN(C)c1ncnc(N)c1[N+](=O)[O-] | i |
| CCCOCC1CCN(c2nc(-c3cccnc3)nc3c2cnn3C)C1 (centres undefined) | i |
| CCc1cn[nH]c1C1CCN(C(=O)c2cnc3cc(=O)[nH]n3c2C)CC1 | i |
| CN(C)c1ccc(NC(=O)c2cc3sc4ccccc4c3s2)cc1 | ? |
| CCOc1ccc(N2C(=O)CC(Sc3nc4c(cc3C#N)CCCC4)C2=O)cc1 (centres undefined) | i |
| N#CSCCCOc1ccccc1Br | i |
| Cc1cccc(-c2nsc(SCC(=O)Nc3ccc4c(c3)OCCO4)n2)c1 | ? |
| CN1CCc2ccccc2Cc2[nH]c3ccccc3c2CC1 | i |
| C=CCNC(=O)C[C@@H]1CCN(C(=O)CCCCC)C[C@@H]1CC | i |
| COc1ccc(Cl)cc1N1C(=O)c2c(C)nc3ccccc3c2C1=O | 31.0%* |
| COc1ccccc1-n1cc(C(=O)N[C@@H](C)c2ncccc2C)cn1 | i |
| C=CCOc1ccc(C=Nc2cccc(Cl)c2C)c(O)c1 | ? |
| CC(=O)N1CC2(C(C)C)CN(C(C)=O)CC(C(C)C)(C1)C2=O | i |

(cont.)
SMILES	ST2 inh
O=c1[nH]c2ccc(S(=O)(=O)Nc3ccc4c(c3)OCO4)cc2[nH]c1=O	?
CC(=O)O[C@@H]1C[C@@H](C)[C@](O)(CCC2=CC(=O)OC2)[C@@]2(C)CCCC(C)(C)C12 (some centres undefined)	?
CCCCNc1c(CN2CCCCC2)c(=O)oc2ccccc12	i
Cc1cc(C(F)(F)F)c(C#N)c(SCC(=O)c2ccccc2)n1	?
CCOC(=O)c1sc2nc(Cc3ccccc3)nc(NCC3CCCO3)c2c1C (centres undefined)	i
O=C(c1csc(-c2cccnc2)n1)N1C[C@@H]2[C@@H]3CC[C@@H](C3)[C@@H]2C1	i
COc1ccc(Cc2c(O)nc3n(c2=O)CCCS3)cc1	i
O=C1Nc2ccccc2N(O)N1c1ccc(F)cc1	i
Cc1cc(Sc2ccccc2NC(=O)Nc2ccc(F)c(Cl)c2)n2ncnc2n1	i
NC(=O)CSc1nc2c(sc3ccccc32)c(=O)n1CCCN1CCCC1	i
Cc1n[nH]c(C)c1S(=O)(=O)N1CCN(c2ccc(F)cc2)CC1	i
Cc1nn(CCCC(=O)NCc2ccc(Cl)cc2)c(C)c1[N+](=O)[O-]	i
CCOc1ccc(NC(=O)C(NS(=O)(=O)c2ccc3c(c2)oc(=O)n3C)C(C)C)cc1 (centres undefined)	i
O=C(CN1CCN(Cc2ccc(Cl)cc2)S1(=O)=O)Nc1ccc(F)cc1F	i
CCNC(=O)c1cccc(-c2ccc(F)cc2OC)c1	?
Cc1cccc(N2C(=O)SC(Nc3ccccc3C(=O)O)C2=O)c1 (centres undefined)	i
COCc1nc(N2CCCC(OCc3ccccn3)C2)c2cnn(C)c2n1 (centres undefined)	?
CCCNC(=O)C1CCC(Cn2c(=O)c3sccc3n(CC(=O)N3CCCC(C)C3)c2=O)CC1 (centres undefined)	i
O=C(CSc1c2c(nc3ccc(Cl)cc13)CCCC2)NCC1CCCO1 (centres undefined)	i
CCN1C(=O)N(C2Cc3ccccc3C2)C(=O)C12CCN(Cc1cn[nH]c1-c1ccc(OC)cc1)CC2	i
Cc1cc2ccccc2c(=O)n1CC(=O)NCC(=O)Nc1nc2ccccc2s1	i
Cc1cccnc1CN(Cc1ccccc1)C(=O)CSc1nnc(N)s1	?
c1ccc(-n2nccc2CN2CCc3[nH]cnc3C2c2cccnc2)cc1 (centres undefined)	?
Cn1cc(C(=O)NCC2(c3ccccc3)CCCC2)c2c3ccccc3n(C)c2c1=O	i
Cc1cccc(C(=O)Nc2ccc([N+](=O)[O-])c(NC(=O)c3cccc(C)c3)c2)c1	i
CCOC(=O)C1=C(C)Nc2nc(SCc3ccccc3C)nn2C1c1cccs1 (centres undefined)	i

Part of the list above, as labelled records.
> CCNC(=O)c1cccc(-c2ccc(F)cc2OC)c1
  ST2 inh: ?
> CCN1C(=O)N(C2Cc3ccccc3C2)C(=O)C12CCN(Cc1cn[nH]c1-c1ccc(OC)cc1)CC2
  ST2 inh: i
